Screens as filed in PubChem.
a7 integrin act: activates integrin-mediated alleviation for muscular dystrophy. alpha7betagal myoblasts, beta-gal FDG fluorescence, 48 h. Potency, µM (series often up to 38.3 µM), for inactives: top-dose activation, usual class: activators. 350,000 tested, 0.064% active. AID 624291;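 also: potency is read from the fitted curve at half-maximal effect; 100% = response of the positive control SU9516; nearly all actives have a fitted effect of over 60% in size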
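alpha7betagal+/- myoblasts (passage 13, 250/well) treated 48 h at 37C with compounds at 1:260 dilution of DMSO stock. Lysed, then beta-galactosidase activity read as FDG fluorescence (ex 480/em 540) after 30 min, with pre-read for autofluorescence.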
TRPV1 ag: agonists of human vanilloid receptor 1 (TRPV1) | 320,000 tested, 0.19% active | activation, % at 8.33 µM | AID 540275 | TRPV1-expressing cells, Fluo-8 calcium influx, agonist mode | Q8NER1; in the data active = activation above about 80%; inconclusive = between about 30% and that limit; also: 0% is about no effect
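TRPV1-expressing cells were cultured overnight at 35.5C and loaded with Fluo-8 calcium dye for 40 to 90 min at room temperature. After a 10 s baseline, compound was added and calcium influx was read kinetically for 3 min (ex 480/em 520 nm).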
ELG1 genotox: genotoxicity induction in ELG1-luciferase HEK293T cells; HEK293T ELG1-luciferase reporter, luminescence, 16 h; Potency, µM (top dose mostly 46 µM), for the others: at the top dose activity change, positive = activation, hits mostly activators; 330,000 tested, 1.3% active; also: potency is read from the fitted curve at half-maximal effect; % of control where 0% means no effect; nearly all actives have a fitted effect of over 60% in size
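Genotoxicity was scored as increased ELG1-luciferase reporter signal, measured by ONE-Glo luminescence (30 min, room temperature). Compound or vehicle exposure of the HEK293T reporter cells lasted 16 hr at 37°C.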
Eya2 inh: inhibitors of human Eya2 phosphatase activity; recombinant Eya2, OMFP fluorescence dephosphorylation (OMFP is methylfluorescein phosphate); O00167; Potency, µM (series often up to 76.9 µM), inactives show at the highest dose activity, negative = inhibition, most hits filed as inhibitors; 330,000 tested, 0.006% active; also: potency is read from the fitted curve at half-maximal effect; % is scaled to controls: 0 for no effect and ±100 for the full control effect
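Eya2 (0.2 uM) preincubated 10 min at ambient with compound, then OMFP substrate added at 50 uM; 10 min reaction in 50 mM HEPES pH 7.5, 50 mM NaCl, 5 uM MgCl2, 0.05% BSA, 1 mM DTT. Fluorescence read at Ex 485/Em 525 nm.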
B2AR arrestin: recruits beta-arrestin to the human beta2-adrenergic receptor; P07550; beta-arrestin recruitment to beta2AR, cell-based reporter; Potency, µM (series often up to 46.1 µM), without a hit: top-dose activation, hits mostly activators; 330,000 tested, 0.02% active; AID 492947;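 also: potency is read from the fitted curve at half-maximal effect; 0% = DMSO controls and full agonism = EC100 isoproterenol or metaproterenol; nearly all actives have a fitted effect of over 65% in size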
Target sequence (P07550 whole entry, looked up): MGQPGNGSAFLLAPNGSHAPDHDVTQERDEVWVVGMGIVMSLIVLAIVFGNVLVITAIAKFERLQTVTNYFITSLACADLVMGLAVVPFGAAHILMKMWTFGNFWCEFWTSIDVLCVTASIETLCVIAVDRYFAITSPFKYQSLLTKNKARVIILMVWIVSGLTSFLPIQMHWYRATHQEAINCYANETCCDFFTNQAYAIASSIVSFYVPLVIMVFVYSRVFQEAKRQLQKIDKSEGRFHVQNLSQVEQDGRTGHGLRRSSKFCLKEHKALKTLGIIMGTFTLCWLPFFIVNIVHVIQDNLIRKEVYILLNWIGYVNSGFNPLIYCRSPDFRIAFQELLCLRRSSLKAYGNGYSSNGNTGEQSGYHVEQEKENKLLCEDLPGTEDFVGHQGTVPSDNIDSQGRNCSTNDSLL
TSG101-PTAP inh: blocks PTAP/TSG101 interaction to inhibit HIV-1 budding; Potency, µM (highest dose often 115 µM), without a hit: at the highest dose activity change, negative = inhibition, usual class: inhibitors; Fluorescence polarization, FITC-PTAP peptide / Tsg101 binding; Q99816; AID 493005; 340,000 tested, under 10 active; active = well fitted inhibition curve with a large enough effect in the main read-out, with a control signal flat, not every such curve was filed as active; inconclusive = small, poorly fitted or top-dose-only effect, or effect the other way, or a change in a side signal; inactive = no such curve, though single readings can be large or run the other way; also: potency is read from the fitted curve at half-maximal effect; % of control where 0% means no effect
Target sequence (Q99816 whole entry, looked up): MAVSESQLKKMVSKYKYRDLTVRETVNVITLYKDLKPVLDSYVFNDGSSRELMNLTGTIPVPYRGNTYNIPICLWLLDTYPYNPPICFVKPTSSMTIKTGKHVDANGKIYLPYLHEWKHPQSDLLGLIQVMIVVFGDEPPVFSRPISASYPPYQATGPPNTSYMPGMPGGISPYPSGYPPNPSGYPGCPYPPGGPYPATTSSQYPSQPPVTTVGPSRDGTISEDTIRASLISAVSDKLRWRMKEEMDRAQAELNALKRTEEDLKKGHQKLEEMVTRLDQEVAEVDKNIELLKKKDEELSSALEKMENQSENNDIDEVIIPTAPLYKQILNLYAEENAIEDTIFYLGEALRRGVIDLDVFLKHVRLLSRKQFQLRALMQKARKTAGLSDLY
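Steps: Tsg101 binding domain dispensed (10 uM final), compounds pinned in DMSO, FITC-labeled PTAP-motif peptide added (50 nM final); after 20 min binding at room temperature, polarization measured.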
S-ASM inh: inhibitors of human secretory acid sphingomyelinase; placental ASM, HMU-PC fluorogenic substrate, 60 min; 340,000 tested, 0.006% active; Potency, µM (series often up to 57.5 µM), for inactives: top-dose activity change, negative = inhibition, usual class: inhibitors; AID 504937; P17405; also: potency is read from the fitted curve at half-maximal effect
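Fluorescence read-out (Ex 386 nm, Em 447 nm) after stopping the reaction at pH 10. Enzyme: ASM from human placenta; substrate HMU-PC0, 9 uM final; 60 min, 37 °C. Compound preincubation 10 min, ambient temperature.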
uPA generation: inhibitors of cell surface uPA generation; Potency, µM (doses to about 38.3 µM), for inactives: at the highest dose activity change, negative = inhibition, usual class: inhibitors; AID 540303; 330,000 tested, 0.31% active; cell surface uPA generation assay, qHTS; active = well fitted inhibition curve with a large enough effect; inconclusive = small, poorly fitted or top-dose-only effect; inactive = no such curve, though single readings can be large or run the other way; tested in mouse RAW 264.7 cells; also: potency is read from the fitted curve at half-maximal effect; % is scaled to controls: 0 for no effect and ±100 for the full control effect; nearly all actives have a fitted effect of over 55% in size
BRCA1 expr act: BRCA1 expression activation. MCF7-BRCA1-FFLuc reporter, luminescence, 48 h; response scale: scaled: vehicle 0%, 10 µM genistein 100%. Potency, µM (highest dose often 46.1 µM), for the others: at the highest dose activation, usual class: activators. 380,000 tested, 1.1% active; also: potency is read from the fitted curve at half-maximal effect; nearly all actives have a fitted effect of over 80% in size; some results filed as inactive show a strong effect at the top dose
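Quantitative HTS in MCF7 cells stably reporting BRCA1 expression via firefly luciferase. Compound treatment lasts 48 h at 37 °C in phenol-red free MEM. Activation is expressed relative to genistein at 10 microM and DMSO.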
USP2a inh: blocks human ubiquitin-specific protease USP2a | Potency, µM (doses to about 38.3 µM), for the others: at the top dose activity change, negative = inhibition, actives largely listed as inhibitors | AID 463254 | 330,000 tested, 0.01% active | USP2 core, Ub-CHOP2 coupled fluorogenic reporter, 485/531 | O75604;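 also: potency is read from the fitted curve at half-maximal effect; plate controls were DMSO wells for no effect and full inhibition by NEM control for full effect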
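Deubiquitinase activity read as fluorescence (485/531 nm) after Ub-CHOP2 cleavage activates the enterokinase reporter on its substrate; USP2 core 10nM, Ub-CHOP2 and substrate 25nM each, 30min compound preincubation then 60min RT; data normalized to NEM, curves fitted.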
p53 reactivator: mutant p53 re-activation in reporter cells | Potency, µM (series often up to 92.2 µM), for inactives: at the highest dose activity change, positive = activation, actives largely listed as activators | AID 504706 | 320,000 tested, 0.063% active | H1299 p53-A138V BP100-luciferase reporter, luminescence, 24 h; also: potency is read from the fitted curve at half-maximal effect; % of control where 0% means no effect; nearly all actives have a fitted effect of over 45% in size
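p53-null H1299 cells stably carrying temperature-sensitive p53-A138V and a BP100-luciferase reporter were pinned with compounds (4-point, 1:5 series) and held 24 hrs at 37 deg C. Luminescence was read 10 min after detection reagent.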
An asterisk follows results filed as active; ? = inconclusive; · = not tested or not shown; [ ] = remark or other dose. Unless noted, calls follow the shape of the dose curve; as a rule, active = well fitted curve in the direction sought with a large enough effect; inconclusive = small, poorly fitted or top-dose-only effect, or another doubt; inactive = no such curve, though single readings can be large; an effect the other way counts as inactive or inconclusive.

SMILES | a7 integrin act | TRPV1 ag | ELG1 genotox | Eya2 inh | B2AR arrestin | TSG101-PTAP inh | S-ASM inh | uPA generation | BRCA1 expr act | USP2a inh | p53 reactivator
Cc1ccc(S(=O)(=O)NNC(=O)C2COc3ccccc3O2)cc1C (stereo not drawn) | 31% | 1 | -2% | -2% | 0.0% | -3% | -1% | 2% | -11% | 1% | -6%
O=C(CN1C(=O)NC2(CCCC2)C1=O)Nc1nc(-c2ccccc2)cs1 | 23% | 2 | 1% | -19% | 0.2% | -2% | -7% | -1% | 5% | 0% | -2%
Cc1ccc(S(=O)(=O)NC(=NCc2ccccc2)c2ccc(F)cc2)cc1 | -25% | 4 | 4% | 10% | -0.9% | -7% | 1% | 11% | -33% | 0% | -13%
O=C1CS/C(=N/N=C2CCCC2)N1 | -11% | 2 | -5% | 0% | 0.1% | 1% | 8% | 5% | -3% | 6% | 5%
O=C(Nc1ccc(C(=O)Oc2ccccc2)c(O)c1)c1ccco1 | -25%[7.66 µM] | ? | ? | -42% | 0.1% | -2% | -19% | · | ? | -6% | ?
COCCn1c(SCC(=O)N2CCCC2)nc2c([nH]c3ccccc32)c1=O | -35% | 3 | 0% | -3% | -0.6% | 2% | 0% | 13% | 0% | 2% | -5%
COc1ccc(/C(N)=N/OC(=O)c2cc(-c3ccccc3)nc3ccccc23)cc1 | -18% | -1 | -3% | -4% | 0.1% | -8% | -1% | -3% | -8% | 0% | 18%
CNCCCNC(=O)c1ccc(/C=N/O)nc1 | -13% | -1 | 1% | -13% | -0.3% | -7% | 7% | 3% | 15% | 2% | -4%
COc1ccc(CCNC(=O)c2ccc(-c3cccc([N+](=O)[O-])c3)o2)cc1OC | -22% | 20 | -19% | 5% | -0.2% | -1% | -14% | 2% | -35% | 3% | -7%
CC(=O)N1c2ccccc2CCc2ccc([N+](=O)[O-])cc21 | -3% | -3 | -2% | ? | -0.3% | -2% | -1% | -5% | -14% | 0% | 19%
CCc1c(C)nc2cc(-c3ccc(OC)c(OC)c3)nn2c1N1CCCC1 | ? | 16 | -18% | -6% | -0.8% | 3% | -3% | 6% | -64% | -17% | 0%
O=C(CSc1nc2[nH]ncc2c(=O)n1-c1ccccc1)c1ccc2c(c1)OCCO2 | -24% | 2 | -16% | -25% | -0.5% | -6% | 0% | 4% | -5% | 0% | -18%
CC(C)N=C1NN=C(c2ccc(Cl)c(Cl)c2)CS1 | 15% | 0 | 2.1µM* | -8% | 0.3% | 1% | -5% | -12% | ? | -1% | 25%
CC(=O)c1cc(CN2CCC(N3CCC(C(=O)N4CCCC4)CC3)CC2)cs1 | 8% | -10 | 3% | -1% | -0.8% | -3% | 1% | -5% | -39% | -1% | -3%
CCOCCCn1c(=N)c(C(=O)NCc2ccc3c(c2)OCO3)cc2c(=O)n3cccc(C)c3nc21 | -50%[inhibitor] | 27 | -4% | 11% | 0.2% | -5% | 256%[activator] | · | -27% | -1% | -1%
Cc1cccc(NC(=S)N(Cc2ccc(Br)cc2)Cc2ccc(C(=O)O)cc2)c1 | ? | 10 | -3% | 11% | 0.1% | -3% | 13% | 11% | -5% | -1% | 3%
C=CC[C@@H](CC(=O)N(CCO)Cc1ccccc1)C(=O)N[C@@H](COC(=O)[C@@H](CC=C)CC(=O)OC(C)(C)C)Cc1c[nH]c2ccccc12 | -40% | · | -13% | -30% | -0.1% | · | -2% | 5% | -66% | -5% | 5%
COc1ccc(CCNC(=O)CCN2C(=O)c3cccc4cccc(c34)C2=O)cc1OC | 21% | -3 | 3% | -1% | 0.2% | -3% | 4% | 6% | 0% | 1% | 3%
Cc1cc(Cl)cc2sc(NC(=O)c3ccco3)nc12 | 20% | 18 | 2.9µM* | 7% | -1.1% | -6% | -1% | -6% | ? | 0% | ·
CC(C)(C)OC(=O)N(CCc1ccccc1)Cc1cccc(OCc2cccc(NC(=O)C3CCC3)c2)c1 | -7% | · | · | · | · | 0% | 2% | -17% | -26% | · | ·
CC(=O)Nc1ccc(NCc2cccs2)cc1 | ? | 3 | 6% | 6% | -0.4% | 0% | -1% | -1% | 31% | 1% | -31%[inhibitor]
O=S(=O)(c1ccccc1)N1CCCCC1CCc1ccccc1 (stereo not drawn) | -11% | · | · | · | · | 2% | -2% | -1% | -23% | · | ·
Cc1ccc(CCS(=O)(=O)c2ccc(C(C)(C)C)cc2)cn1 | -27% | ? | -3% | -11% | -0.7% | 1% | 1% | -4% | -33% | 1% | -6%
O=[N+]([O-])c1ccc(CN2CCN(c3nc4ccccc4s3)CC2)cc1 | 2% | -7 | -4% | -5% | -0.1% | -9% | 11% | -1% | 30% | 3% | 8%
Cc1cccc2c1cnn2C(=O)CCC(=O)NC1CCCCC1 | 2% | 16 | 6% | 13% | 0.8% | 1% | 0% | -13% | 55% | 0% | 22%
CCc1nnc(NC(=O)c2sc3nc4c(cc3c2N)CCCCCC4)s1 | 0% | 0 | ? | 1% | -0.8% | 1% | 302%[activator] | -28% | 34% | 0% | ?
CC(C)C(=O)NC(Nc1cccc([N+](=O)[O-])c1)C(Cl)(Cl)Cl (stereo not drawn) | 1% | 4 | -6% | 3% | -0.1% | -3% | -5% | 1% | -17% | 1% | 0%
N/C(=N\OC(=O)COc1ccc(Br)cc1)c1cccc([N+](=O)[O-])c1 | 17% | 3 | 0% | -4% | -0.8% | 0% | 5% | 2% | 0% | 4% | 10%
Cc1ccccc1OCCN1C(=O)C(=O)c2cccc(C)c21 | -39%[inhibitor] | 1 | 1% | -4% | -1.2% | 0% | -5% | 21% | -10% | 2% | 10%
CSc1ncccc1C(=O)OCC(=O)Nc1ccc(S(=O)(=O)N2CCCC2)cc1 | 0% | 13 | -3% | 1% | 0.3% | -2% | -8% | -4% | 20% | 2% | -12%
Cc1nc(C(F)(F)F)c(C(=O)N=CN(C)C)s1 | 11% | -3 | 1% | 5% | -0.5% | -3% | 4% | 2% | 4% | 8% | 0%
CCCCc1nc2cc(C(=O)N3CCN(c4cnccn4)CC3)ccc2o1 | ? | 4 | -1% | 8% | -0.1% | -10% | 6% | 0% | 1% | -5% | -4%
COc1ccccc1CNc1ncc(-c2ccc(F)cc2)n1C | 18% | 5 | -6% | 4% | -0.3% | 0% | -2% | -12% | -6% | 0% | 2%
CCOc1ccccc1NC(=O)CN1CCN(C(=O)C2CCCO2)CC1 (stereo not drawn) | 11% | 0 | -2% | 4% | -0.5% | 0% | 5% | 0% | 23% | 3% | -3%
Cc1ccc2occ(CN3CCN(Cc4ccccc4)CC3)c(=O)c2c1 | · | 9 | 6% | 0% | -0.1% | · | · | · | · | 1% | 11%
O=C(Cn1c2[n+](c3ccc(C(F)(F)F)cc31)CCCCC2)Nc1ccccc1 | 1% | 0 | 0% | -2% | 3.9% | 3% | -1% | 2% | -33% | 2% | 5%
O=C(O)/C=C/C(=O)Nc1ccc(C2(c3ccc(NC(=O)/C=C/C(=O)O)cc3)c3ccccc3-c3ccccc32)cc1 | -11% | -1 | -2% | -3% | -0.2% | -5% | 19% | 6% | 5% | -11% | -3%
C(=N\n1c2ccccc2c2ccccc21)/c1ccccc1 | -11% | 0 | -2% | 3% | -0.2% | 1% | -12% | 8% | -55% | 3% | 1%
Cc1ccc[n+](/C(=C\C(=C=[N-])C#N)C(=O)c2ccc(Cl)cc2)c1 | -24% | 2 | 13% | 3% | -1.2% | -8% | -6% | 2% | -2% | 3% | 1%
CCn1c(SCC(=O)Nc2cc(C)on2)nc2c(c1=O)SCC2 | -36% | 1 | 3% | -1% | 0.4% | · | -1% | 1% | -27% | 1% | -10%
Cn1c(-c2ccc(C=O)s2)nc2c3ccccc3c3ccccc3c21 | 3% | -1 | -6% | 8% | 0.3% | ? | 407%[activator] | 1% | -39% | 4% | 2%
Cc1ccccc1-n1c(=O)/c(=C\c2ccco2)s/c1=C(/C#N)C(=O)Nc1ccccc1 | -24% | 11 | -13% | 24% | -0.7% | -2% | -2% | 3% | 0% | -4% | -1%
O=C(NCc1cccs1)c1ccc(N2CCCCC2)nc1 | -24% | 3 | · | · | · | -3% | -1% | -13% | 7.9µM* | · | ·
COC(=O)c1ccccc1S(=O)(=O)N1CCC(C(=O)NCCC2=CCCCC2)CC1 | -34% | 1 | 1% | 10% | -0.1% | 2% | 0% | -11% | -23% | 3% | 0%
CC(C)(C)C1CCC2(CC1)CC(=O)c1ccccc1O2 (stereo not drawn) | 20% | 4 | 0% | -4% | -0.2% | 1% | -2% | 9% | -2% | -1% | 3%

Not a hit list. Share with any hit: about 2.6%.
